Screens as filed in PubChem BioAssay.
HCV NS3 hel inh = blocks Hepatitis C virus NS3 helicase unwinding; NS3 helicase DNA unwinding, Cy5 molecular beacon fluorescence; inhibition, % at 10.9 µM; hit rate 0.56% among 290,000; AID 1800;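 active means inhibition above the mean of all tested compounds plus 3 SD, set per campaign, cut at about 35% in these data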;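 further: 0% = DMSO wells and 100% = thioflavine S control wells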
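System: Hepatitis C virus NS3 helicase domain fragment enzyme | Reagent: Annealed dual-labelled DNA beacon duplex, ATP-started | Compound dosing: 10.9 µM single point, 0.8% DMSO | Incubation: 1 h reaction at 25 °C, ATP-initiated | Technique: Cy5 fluorescence | Evaluation: Percent inhibition from t60/t0 fluorescence ratio | Benchmarks: Low DMSO, high thioflavine S at 110 µM | Replication: Singlicate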
IDE act = IDE (human) activation, cell-based. hit rate 0.073% among 340,000. HEK cells, FAbeta-B cleavage, fluorescence polarization; 0% vehicle, 100% cell-free pure enzyme wells. AID 493087. activation, % at 5.96 µM;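 active means activation above the mean of all tested compounds plus 3 SD, set per screening campaign, cut at about 17% in these data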
Target sequence (P14735 whole entry, looked up): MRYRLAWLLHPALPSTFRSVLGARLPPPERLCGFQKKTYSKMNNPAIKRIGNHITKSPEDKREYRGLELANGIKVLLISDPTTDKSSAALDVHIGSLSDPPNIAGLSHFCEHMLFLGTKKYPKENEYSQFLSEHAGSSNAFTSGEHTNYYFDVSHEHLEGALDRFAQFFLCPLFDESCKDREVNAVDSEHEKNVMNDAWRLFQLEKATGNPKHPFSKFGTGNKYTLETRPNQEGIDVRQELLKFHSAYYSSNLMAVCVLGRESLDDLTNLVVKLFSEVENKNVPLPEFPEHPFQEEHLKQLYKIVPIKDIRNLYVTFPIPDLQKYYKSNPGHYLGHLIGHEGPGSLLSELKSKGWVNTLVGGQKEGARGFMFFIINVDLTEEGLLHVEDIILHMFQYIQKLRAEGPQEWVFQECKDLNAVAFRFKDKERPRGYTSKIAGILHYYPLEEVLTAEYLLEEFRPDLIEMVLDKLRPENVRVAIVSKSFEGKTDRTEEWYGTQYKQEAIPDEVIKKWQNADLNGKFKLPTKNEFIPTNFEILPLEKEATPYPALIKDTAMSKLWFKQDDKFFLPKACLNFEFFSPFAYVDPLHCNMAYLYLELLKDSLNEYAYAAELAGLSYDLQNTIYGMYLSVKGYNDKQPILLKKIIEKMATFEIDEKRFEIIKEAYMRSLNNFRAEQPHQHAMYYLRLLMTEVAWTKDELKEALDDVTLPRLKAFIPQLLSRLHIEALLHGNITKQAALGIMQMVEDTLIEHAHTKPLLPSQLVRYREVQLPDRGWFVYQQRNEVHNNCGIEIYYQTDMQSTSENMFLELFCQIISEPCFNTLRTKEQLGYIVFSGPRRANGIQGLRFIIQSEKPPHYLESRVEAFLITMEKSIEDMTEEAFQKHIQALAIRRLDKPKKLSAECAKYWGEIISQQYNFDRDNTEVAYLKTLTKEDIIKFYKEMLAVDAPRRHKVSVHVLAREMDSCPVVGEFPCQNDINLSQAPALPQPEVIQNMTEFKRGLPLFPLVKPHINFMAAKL
UBC9 SUMO inh = SUMOylation inhibition | inhibition, % at 35 µM | HTRF SUMOylation assay, SAE1/SAE2 + UBC9, in vitro | hit rate 0.36% among 290,000 | P63279; in the data active means inhibition above about 50%, passing the limit was not always enough; further: strong numbers were not always called active
IMP-1 inh = inhibitors of Pseudomonas aeruginosa IMP-1 metallo-beta-lactamase | AID 1556 | inhibition, % at 5.6 µM | purified IMP-1, nitrocefin hydrolysis, epi-absorbance fluorescence | hit rate 0.45% among 290,000;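 active means inhibition above the mean plus 3 SD of all compounds in the same screening run, cut at about 4.5% in these data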;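 further: 0% = IMP-1 with DMSO and 100% = DMSO wells lacking enzyme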
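System: purified recombinant IMP-1 beta-lactamase. Medium: Zinc- and detergent-supplemented HEPES buffer, pH 7.1. Compound: one 5.6 µM dose […]. Schedule: 15 min preincubation plus 25 min reaction at 25 °C. Technique: Epi-absorbance fluorescence, 480 nm excitation, 530 nm emission.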
VIM-2 inhibitor = blocks Pseudomonas aeruginosa VIM-2 metallo-beta-lactamase; inhibition, % at 5.6 µM; purified VIM-2, nitrocefin hydrolysis, epi-absorbance fluorescence; hit rate 0.89% among 290,000;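 active means inhibition above the mean of all tested compounds plus 3 SD, cutoff set per screening run, cut at about 7.5% in these data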;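 further: red hydrolysis product quenches plate fluorescence so inhibitors raise well fluorescence; 0% = enzyme with DMSO and 100% = DMSO without enzyme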
M18AAP inhibitor = blocks P. falciparum M18 aspartyl aminopeptidase | hit rate 1.2% among 290,000 | inhibition, % at 7.35 µM | recombinant PfM18AAP, H-Glu-NHMec fluorogenic cleavage;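 active means inhibition above the campaign mean inhibition over all tested compounds plus 3 SD, cut at about 28% in these data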;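 further: 0% = plate median of test compound wells and 100% = 2 mM ZnCl2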
FID counter = counter-screen for HCV NS3 helicase inhibitors: DNA intercalator displacement. DNA fluorescent intercalator displacement, fluorescence. inhibition, % at 7.9 µM. hit rate 0.17% among 290,000. AID 1845; in the data active means inhibition above about 37%;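 further: 0% = vehicle and 100% = reference compound; higher means more ethidium bromide displaced from hairpin DNA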
IDE cell inh = inhibits human insulin-degrading enzyme in HEK cells; FAbetaB cleavage, fluorescence polarization; inhibition, % at 5.59 µM; hit rate 0.41% among 320,000;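 active means percent inhibition above the average of all tested compounds plus 3 SD, set per screening campaign, cut at about 16% in these data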;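 further: IDE supplied by intact live HEK cells; FP after avidin binding of uncleaved biotin substrate so inhibition keeps polarization high; 0% = DMSO wells and 100% = 60 µM reference IDE inhibitor Ii1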
p-CIP stab down = p/CIP protein destabilization; Q05BA5; hit rate 0.01% among 290,000; decrease of EGFP signal, % at 10 µM; F442A p/CIP-EGFP cells, EGFP fluorescence, 16 h;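 active means EGFP signal decrease of at least 30% at 10 µM or well 3 SD below plate mean, unless failing retest; inactive means the rest, including hits failing retest or dose response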; further: some compounds called inactive have numbers as strong as hits; many of its hits are not listed in these tables
The depositor's hits bear a star; nt = no result given.

SMILES	HCV NS3 hel inh	IDE act	UBC9 SUMO inh	IMP-1 inh	VIM-2 inhibitor	M18AAP inhibitor	FID counter	IDE cell inh	p-CIP stab down
O=C(COC(=O)CCc1nc2ccccc2c(=O)[nH]1)NC(=O)NC1CCCC1	4	-2	20	0.9	-1.8	1	-6	-6	-2
COC(=O)CCn1nnc(-c2ccc(C(C)C)cc2)n1	-4	1	9	-0.4	-0.9	7	-7	-4	2
COc1ccc(OC)c(CCNC(=O)c2ccc3c(c2)N(Cc2ccc(F)cc2)CCS3)c1	-22	2	-15	1.3	0.0	0	-26	0	1
COc1cccc(-c2noc(CCC(=O)NC3CCCCC3)n2)c1	1	-4	1	-1.0	-2.0	-6	-5	-2	-4
CCOC(=O)c1sc(C)c(C(=O)NCCCN2CCOCC2)c1N	4	4	18	-0.5	-1.7	1	1	-2	0
CCOC(=O)CNC(=O)Cn1cnc2c(nnn2-c2ccc(F)cc2)c1=O	-3	2	19	-2.9	0.6	-7	-1	0	-9
Cc1cccc(C)c1NC1=NC(=S)N(c2ccc(C(=O)O)cc2)C12CCCCC2	4	6	5	-4.1	-2.5	-2	-39	6	-6
Cc1nn(Cc2ccccc2)c(Cl)c1C(=O)OC(C)C#N (stereo unspecified)	-3	6	3	-3.5	-2.4	-2	-15	-2	-9
CCNC(=O)N1CCC(c2nc3ccccc3s2)CC1	29	5	16	-2.0	-1.0	-1	-22	4	-12
O=C(NC(=S)NCCc1ccccc1)c1ccccc1F	3	-4	-4	0.1	0.5	-3	-6	-4	-9
COc1cc(NC(=O)c2cccs2)ccc1NC(=O)c1ccccc1Cl	0	2	-3	-1.9	-0.8	-1	-7	-2	-4
CN(c1ccc(C(=O)N2CCCCC2)cc1)S(=O)(=O)c1cccs1	4	5	19	-5.1	-1.4	-6	-22	-2	-14
O=C(O)/C=C/C(=O)Nc1ccc(Cl)c(C(=O)O)c1	5	3	8	-4.3	-3.2	4	5	0	-10
CSc1nnc2c3cc(F)ccc3n(Cc3ccccc3)c2n1	nt	3	-7	nt	nt	nt	nt	-5	-137
CC(=O)c1sc(NC(=O)CCN2C(=O)c3ccccc3C2=O)nc1C	-3	-2	-7	-0.2	-0.8	3	-10	3	-16
COc1ccccc1NC(=O)N1CCN(c2ccccn2)CC1	0	-1	2	-1.6	0.3	1	-3	3	-17
O=C(O)C1CCCN(S(=O)(=O)c2ccccc2)C1 (stereo unspecified)	-4	9	2	-0.9	1.0	-13	-4	1	2
COc1ccc(C2CC3CC(c4ccccc4)N2O3)cc1 (stereo unspecified)	-2	3	4	-4.4	-1.6	-7	-2	-1	-6
COc1cccc(C(=O)NC(C)C(c2cccs2)N2CCOCC2)c1 (stereo unspecified)	2	0	-5	-4.4	-5.9	0	-10	-1	-2
CN(C(=O)c1ccc(S(=O)(=O)N(C)C)cc1)c1ccc2ccccc2c1	-2	2	7	-3.8	-2.8	9	-34	6	-1

3 entries from above in another layout:
Second line of a record: HCV NS3 hel inh, IDE act, UBC9 SUMO inh, IMP-1 inh, VIM-2 inhibitor, M18AAP inhibitor, FID counter, IDE cell inh, p-CIP stab down
O=C(O)C1CCCN(S(=O)(=O)c2ccccc2)C1 (stereo unspecified)
    -4, 9, 2, -0.9, 1.0, -13, -4, 1, 2
COc1cc(NC(=O)c2cccs2)ccc1NC(=O)c1ccccc1Cl
    0, 2, -3, -1.9, -0.8, -1, -7, -2, -4
Cc1cccc(C)c1NC1=NC(=S)N(c2ccc(C(=O)O)cc2)C12CCCCC2
    4, 6, 5, -4.1, -2.5, -2, -39, 6, -6

(further entries)
SMILES	HCV NS3 hel inh	IDE act	UBC9 SUMO inh	IMP-1 inh	VIM-2 inhibitor	M18AAP inhibitor	FID counter	IDE cell inh	p-CIP stab down
CCOC(=O)c1c(NC(=O)CNCCO)sc(C)c1C	-7	2	3	-1.5	-0.5	6	-3	8	1
O=C1CN(C(=O)COC(=O)c2cccnc2Cl)c2ccccc2N1	19	8	-1	-1.9	0.5	-9	0	4	4
O=c1c2ccccc2nc(SCc2cc(F)cc3c2OCOC3)n1Cc1ccco1	2	0	8	-1.8	-0.4	-2	1	4	-6
CCOC(=O)N1CCN(S(=O)(=O)c2ccc3c(c2)CC(C)N3C(=O)C2CC2)CC1 (stereo unspecified)	-9	-7	-3	-2.9	-0.4	3	-45	1	-13
O=C(Nc1ccc(S(=O)(=O)N2CCCC2)cc1)c1cc(F)c(F)cc1Cl	-4	6	-1	-3.6	-1.6	-1	-14	3	-5
Clc1ccc(CSc2nnc(NC3=NCCCCC3)s2)cc1	-7	9	-7	-4.0	-4.3	2	-8	4	-5
O=C1CS/C(=C\[N+](=O)[O-])N1c1ccccc1	19	-7	0	4.6*	1.1	3	-3	4	-13
CCOC(=O)c1csc(NC(=O)c2ccc3c(c2)OCCO3)n1	2	-2	8	-2.9	-2.1	6	-9	-1	-5
CCn1nc(NC(=O)c2ccccn2)c2cc3cccc(C)c3nc21	9	2	-1	-4.3	-5.0	-6	0	4	-1
COc1ccc(/C=N/NC(=O)CC(=O)N/N=C/c2ccc(OC)cc2)cc1	-1	2	12	-0.9	-3.8	13	-17	-2	-1
CCn1c(SCC(=O)NC2CCCCC2)nc2c(c1=O)SC(C)C2 (stereo unspecified)	3	3	-6	-2.8	-0.6	2	-12	3	-3
Cc1ccc(NC(=O)CCC(=O)NNC(=S)Nc2ccc(F)cc2F)cc1C	19	1	5	0.6	-1.8	6	-25	-8	5
CC(C)NC(=O)CC1C(=O)N(Cc2ccccc2)C(C)c2nc3ccccc3n21 (stereo unspecified)	10	8	2	-1.3	-2.6	-4	-6	6	3
COc1ccc(Cn2c(/C=C/c3ccccc3)nc3ccccc32)cc1	-12	13	19	-1.3	-2.1	-4	-15	3	3
COc1ccc(N(C(C)C(=O)NCc2ccco2)S(C)(=O)=O)cc1 (stereo unspecified)	9	5	-10	-0.3	-3.0	6	-17	-10	3
C=CCn1c(-c2cccc(OC)c2)nc2nc3ccccc3nc21	-5	8	21	-2.2	0.8	-5	-8	3	-17
COc1cccc(NC2=NCC(=O)N2Cc2cccs2)c1	-4	-1	3	-3.2	-5.7	5	0	-1	2
CCOc1ccc2nc(NC(=O)C3CCCN(S(=O)(=O)c4cccc5nonc45)C3)sc2c1 (stereo unspecified)	-1	-14	5	-2.6	-2.5	5	1	7	-17
CCOc1ccccc1NC(=O)N1CCCC1C(=O)Nc1nnc(CC)s1 (stereo unspecified)	22	2	14	-0.9	-2.9	6	-26	4	-5
CCC(=O)N1CCN(c2nc(-c3ccc(Cl)cc3)cs2)CC1	-3	-15	8	1.7	0.8	-9	-17	18*	-11
CCCOc1ccc(CNC(=O)C2CCN(C(=O)N3CCOc4ccccc43)CC2)cc1	-10	2	11	-2.3	-1.2	2	-51	3	-8
CCn1c(SCC(=O)N2CCOCC2)nnc1-c1ccco1	7	0	13	-0.3	-3.4	-1	-6	0	-13
COc1ccc(-n2c(SC(CN3CCCCC3)CN3CCCC3=O)nc3ccccc3c2=O)cc1 (stereo unspecified)	-6	1	28	-2.8	-7.5	-2	-4	10	-16
COCCNC(=O)CN(C(=O)CCC(=O)Nc1ccccn1)c1ccc(C)c(C)c1	8	-2	9	0.6	1.9	-11	-37	1	-8
CCOc1ccc(NC(=O)CN2CCN(CC(=O)Nc3ccc(F)c(F)c3)CC2)cc1	-9	-2	-16	-6.1	-1.4	3	-6	-12	10
Cc1ccc(S(=O)(=O)N2CCN(C(=O)c3cccs3)CC2)cc1	4	5	4	-0.5	-1.0	-4	-9	3	-15
CCn1c(SCc2cccc(C(=O)O)c2)nnc1-c1ccccc1	4	2	-7	-1.5	0.2	4	-16	-3	4
CC1CCCN(S(=O)(=O)c2cc(Cl)ccc2Cl)C1 (stereo unspecified)	2	2	-15	-5.3	0.2	-12	-2	-4	1
COc1ccccc1N1CCN(Cc2cc(=O)c(OCC#N)co2)CC1	2	-3	13	-1.9	-1.6	-3	-5	-3	-6
C=CCn1c(-c2ccccc2[N+](=O)[O-])n[nH]c1=S	9	6	0	-2.8	4.5	2	-2	3	-18
O=C(COC(=O)c1cc(Br)ccc1Cl)NC1CC1	7	8	-3	-3.0	-2.2	0	-5	nt	-4
COCC(C)NC(=O)c1ccccc1OC(C)=O (stereo unspecified)	2	2	1	-3.4	-0.6	5	4	-1	-12
Cc1cc(C)n(-c2ccc(C(=O)Nc3cccnc3)cc2)n1	-14	3	14	-0.6	-2.1	2	-17	-3	8
Cc1ccc2[nH]c(C(=O)O)c(NC(=O)[C@@H]3C[C@@H]3c3ccccc3)c2c1	18	4	5	-5.1	0.3	-2	-26	-1	5
N#CCCN(C(=O)Nc1ccc(Cl)c(Cl)c1)c1ccccc1	-7	-2	-26	0.0	0.9	-7	-1	11	5
O=C(NCc1ccc2c(c1)OCO2)Nc1ccc(F)cc1	2	-2	8	-2.3	-1.3	0	-3	-1	0
COC(=O)c1sccc1NC(=O)Nc1cc(OC)ccc1OC	-17	2	-8	-2.7	0.4	-1	-15	nt	0
CCOc1cccc(C2/C(=C(/O)c3ccc4c(c3)CC(C)O4)C(=O)C(=O)N2Cc2ccncc2)c1 (stereo unspecified)	7	8	nt	-5.9	2.3	4	-71	2	-5
COc1ccccc1-c1n[nH]c(=S)n1Cc1ccco1	6	nt	8	-4.0	16*	14	-5	1	5
O=C(c1cc(Cl)ccc1F)N1CCCC(Nc2ccc3c(c2)OCCO3)C1 (stereo unspecified)	2	6	18	-1.7	-0.5	-2	-20	-7	4
CCc1ccccc1N(CC(=O)N1CCCCCC1)S(C)(=O)=O	0	2	7	0.2	0.1	-6	-17	0	2
COc1cc(C)c(C(C)C)cc1S(=O)(=O)NCCCn1ccnc1	0	11	10	-2.9	-2.3	0	12	2	7
O=C(OCCCN1CCCC1)C1(c2ccccc2)CCCC1	-1	3	3	1.0	-0.7	-4	4	-1	-1
C/C(=N\NC(=O)c1nnn(-c2nonc2N)c1CSc1ccccc1)c1ccco1	10	0	nt	-4.1	-5.5	-2	-18	10	-8
COC(=O)c1ccc(C(=O)OC)c(NC(=O)CSc2nnc(-c3ccccc3Cl)o2)c1	5	4	nt	-7.3	0.7	-4	-2	6	nt
O=C(O)CNC(=O)/C(=C/c1cccc([N+](=O)[O-])c1)NC(=O)c1ccco1	-3	3	-5	-1.8	-2.1	-7	2	7	6
Oc1ccccc1CN1CCCC(N2CCN(c3cccc(C(F)(F)F)c3)CC2)C1 (stereo unspecified)	-40	5	-11	-5.0	-1.1	0	10	-1	4
N#Cc1c(SCC(=O)N2CCCCC2)nsc1SCC(=O)N1CCCCC1	-7	4	14	-5.3	-3.3	7	-17	-1	-4
N#CCCn1c2ccccc2c2nc3ccccc3nc21	7	4	18	-3.6	-0.8	8	0	0	-1
Cc1ccc(CNC(=O)CSc2nc(C)cc(C)c2C#N)cc1	9	-2	16	-2.1	-4.4	-2	1	8	-11

The order is random. Share with any hit: about 3.6%.
